# NR2E3 ag-1 – activates human photoreceptor nuclear receptor NR2E3; Q9Y5X4; GST-NR2E3/biotin-RetCOR TR-FRET, 1536-well; inhibition of corepressor binding, % at 4.78 µM; 320,000 tested, 0.12% active; AID 2300;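 active = percent inhibition above the cutoff of mean plus 3 SD of all tested compounds, set per screening campaign, cut at about 20% in these data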;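 also: 0% = DMSO wells and 100% = biotin wells as full block of FRET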
# Target sequence (Q9Y5X4 whole entry, looked up): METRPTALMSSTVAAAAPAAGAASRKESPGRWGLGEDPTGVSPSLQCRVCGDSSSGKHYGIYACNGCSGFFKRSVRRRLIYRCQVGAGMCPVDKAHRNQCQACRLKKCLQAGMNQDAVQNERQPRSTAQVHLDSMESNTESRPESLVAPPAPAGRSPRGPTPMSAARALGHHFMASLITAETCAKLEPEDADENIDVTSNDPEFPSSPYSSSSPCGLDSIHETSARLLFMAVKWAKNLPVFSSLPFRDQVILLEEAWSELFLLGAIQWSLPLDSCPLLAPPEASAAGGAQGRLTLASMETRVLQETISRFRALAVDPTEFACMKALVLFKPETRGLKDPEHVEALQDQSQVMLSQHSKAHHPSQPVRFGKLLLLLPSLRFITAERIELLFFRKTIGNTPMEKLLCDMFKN
#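 Test system: GST-NR2E3 and biotin-RetCOR proteins | Quantity: 1.35 nM GST-tagged NR2E3 final | Medium: Tris pH 7.5 | Also added: 7 nM biotin-RetCOR | Dosing: Compound at 4.8 µM, single dose | Timing: 5 h at 4 °C | Detection: Time-resolved FRET | Read-out basis: Percent inhibition | Benchmarks: Biotin wells as high control, 0.6% DMSO wells as low control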
# Granule exo inh – blocks lytic granule exocytosis | inhibition, % at 10 µM | 360,000 tested, 0.66% active | TALL-104 LAMP-1 surface exposure, flow cytometry; cells stimulated with thapsigargin and PMA;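 active = inhibition above about 55%, limit read from the data; inconclusive = no clear call, values can overlap the other calls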
# HIF-2a inh – inhibitors of HIF-2a; 786-0 RCC cells HIF-2a reporter, luciferase luminescence, overnight; 360,000 tested, 0.72% active; inhibition, % at 18.8 µM;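 active = inhibition of the luminescence signal of 40% or more relative to plate controls, in a single-dose primary screen at 18.75 µM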
# PDI inh – inhibitors of human protein disulfide isomerase; P07237; PDI insulin aggregation turbidity, A650, 90 min; inhibition, % at 10 µM; 350,000 tested, 0.052% active; AID 588391;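 active = mean inhibition across replicates of 30% or more, whatever share of single replicates reach that level; inconclusive = mean inhibition below 30% while every single replicate reaches 30%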;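 also: absorbance from insulin aggregation driven by PDI reduction with DTT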
# Target sequence (P07237 whole entry, looked up): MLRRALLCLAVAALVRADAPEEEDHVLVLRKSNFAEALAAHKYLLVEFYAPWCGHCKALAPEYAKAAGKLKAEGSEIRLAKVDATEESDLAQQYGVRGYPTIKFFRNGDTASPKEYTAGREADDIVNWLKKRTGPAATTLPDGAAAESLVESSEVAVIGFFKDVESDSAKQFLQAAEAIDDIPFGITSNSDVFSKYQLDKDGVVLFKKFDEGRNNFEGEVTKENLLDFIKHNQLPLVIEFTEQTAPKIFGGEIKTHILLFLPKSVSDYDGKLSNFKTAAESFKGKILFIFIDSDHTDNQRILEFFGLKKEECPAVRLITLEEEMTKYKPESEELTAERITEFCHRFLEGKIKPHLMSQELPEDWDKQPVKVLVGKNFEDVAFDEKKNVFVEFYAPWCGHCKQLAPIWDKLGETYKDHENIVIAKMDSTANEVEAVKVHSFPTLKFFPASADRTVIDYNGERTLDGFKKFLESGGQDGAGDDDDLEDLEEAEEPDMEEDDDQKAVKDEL
# NR2E3 ag-2 – activates human NR2E3 receptor. AID 602229. 360,000 tested, 0.35% active. CHO-S Gal4-NCOR/VP16-NR2E3 two-hybrid, luciferase. inhibition of corepressor binding, % at 3.98 µM;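 active = inhibition above the mean of all tested compounds plus 3 SD, cut at about 70% in these data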;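 also: 0% = DMSO with NR2E3 transfected cells and 100% = cells lacking NR2E3 construct; higher means lower luciferase signal from less NR2E3 corepressor binding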
# Peg3 promoter – reduces Peg3 promoter-driven luciferase expression in HeLa. HeLa PEG-Prom luciferase reporter, luminescence, overnight. inhibition, % at 20 µM. 360,000 tested, 1.7% active. AID 588405;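 active = inhibition of at least 50% at 20 µM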
# MITF TRPM1 inh – reduces MITF-dependent TRPM1 promoter luciferase signal. SK-MEL-5 TRPM1 promoter luciferase, 24 h. inhibition, % at 12.5 µM. 330,000 tested, 0.83% active. AID 488899;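 active = mean inhibition across replicates of 60% or more, whatever share of single replicates reaches that level; inconclusive = some that reach 60%, reason not given; inactive = mean inhibition across replicates below 60%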; also: values of inactives mirror those of a sister screen read the other way
# CaV13 FRET inh – Disruptors of the CACNA1D IQ motif to Ca2+-dependent inactivation inhibitor domain association, primary screening, Förster resonance energy transfer in intact living …; HEK cells, CFP/YFP FRET ICDI-IQ, plate reader, 10 min; percent FRET-ratio fall versus neutral wells; inhibition, % at 12.3 µM; 340,000 tested, 0.098% active;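 active = mean replicate inhibition of at least 30% and at least 1% of replicates passing that level; inconclusive = only one of the two criteria is met; inactive = neither criterion is met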;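 also: 0% = median of the neutral control wells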
# iPSC survival up – hiPSC single-cell survival enhancement; AID 602274; survival enhancement, % at 20 µM; ATPlite luminescence; 100% = ROCK inhibitor wells, 0% = DMSO; 360,000 tested, 0.044% active; in the data active = survival enhancement above about 18%;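 also: cells exposed to compounds for 16 hours before the ATP read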
# aDG glyco up – alpha-DG glycosylation activation; Pro5-aDG cells, alpha-DG glycosylation AlphaScreen (IIH6); 0% Pro5, 100% B10-LARGE cell signal; activation, % at 10 µM; 360,000 tested, 0.22% active;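 active = activation of at least 8% versus controls, or a plate z-score of at least 8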;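 also: Pro5 are CHO cells carrying HIG-tagged alpha-DG that lacks glycosylation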
# Vif inh – HIV Vif inhibition; 340,000 tested, 0.35% active; inhibition, % at 7.49 µM; HEK293T cells, Vif self-association by quenched fluorescence, imaging, 24 h; in the data active = inhibition above about 50%, passing the limit was not always enough; inconclusive = no clear call, values can overlap the other calls; inactive = below about 31%; also: some results filed as inactive read as strong as hits
# Numbers without * were called inactive; ? = inconclusive; . = not tested or not shown. The order is random; overall some 3.5% were active at least once.
SMILES,NR2E3 ag-1,Granule exo inh,HIF-2a inh,PDI inh,NR2E3 ag-2,Peg3 promoter,MITF TRPM1 inh,CaV13 FRET inh,iPSC survival up,aDG glyco up,Vif inh
CCN(C(=O)c1ccc(=O)n(C)n1)c1c(N)n(Cc2ccccc2)c(=O)[nH]c1=O,.,-8,15,18,-19,7,-11,-6,1.2,0.2,7
COc1ccccc1N1CCN(/N=C(\C)c2ccccc2O)CC1,6,0,-2,7,-48,-8,7,0,1.3,-0.1,-3
O=c1cc(CSc2nnnn2-c2ccccc2)nc2scc(-c3ccccc3)n12,2,2,21,7,-11,21,-1,-6,-2.2,0.1,.
COC(=O)C(Cc1c[nH]c2ccccc12)NC(=O)CNC(C)=O (stereo unspecified),1,5,10,-11,-9,4,-5,.,2.0,-0.3,15
Cc1ccc(-c2nc3c(=O)n(-c4ccccc4)c4c(c(=O)n(C)c(=O)n4C)c3o2)cc1,1,9,-44,1,3,-16,-15,-2,0.4,0.3,6
Cc1cc(C)nc(SC(C(=O)O)c2ccccc2)n1 (stereo unspecified),-1,2,13,-27,24,-113,-2,-3,-0.4,-0.3,14
COc1ccc(N2CCN(C(=O)CCS(=O)(=O)c3ccc(C)cc3)CC2)cc1,1,2,13,-2,11,6,3,-6,-0.4,0.1,6
CCN1C(=O)[C@H]2[C@@H](c3ccc(C)cc3)N3C(=O)N(c4cccc(Br)c4)C(=O)[C@@]3(CC)[C@H]2C1=O,4,-1,1,-2,24,14,5,-10,-2.9,0.2,-1
Cc1ccccc1NC(=O)C[n+]1cc(-c2ccccc2)n2c1CCC2,3,-7,8,-4,1,-2,-5,-16,0.6,-0.1,-2
O/N=C1\CCCc2nnc3c(c21)CCCC3,-1,0,3,0,5,10,13,-5,0.0,-0.1,-2
Cc1cc(C)c2oc(C(=O)Nc3ccc(S(=O)(=O)Nc4nccs4)cc3)cc(=O)c2c1,2,1,-6,-2,-5,-6,-5,-3,0.2,0.1,-3
CC(NC(=O)COc1cccnc1[N+](=O)[O-])c1ccc(Cl)cc1Cl (stereo unspecified),-1,-11,10,-7,2,8,14,-19,-0.2,0.2,5
Cc1ncc(CN2CCN(C(C)C)C(CCO)C2)s1 (stereo unspecified),5,-1,10,2,2,14,0,-5,-2.0,0.3,4
COCCN1Cc2cccc(C(=O)Nc3cc(OC)ccc3OC)c2C1=O,4,-3,21,-2,-3,17,-3,-4,1.9,0.1,.
C/C(CCc1ccccc1)=N\NC(=O)c1ccccc1,-2,-2,-2,-5,-88,-15,-6,-3,-0.6,0.2,-2
CCN1CCN(C(=O)c2cc(S(=O)(=O)Nc3ccc(S(C)(=O)=O)cc3)ccc2Cl)CC1,2,46,8,-2,-2,-8,-14,2,-0.7,0.2,-13
CCn1cc(C=C2C(=O)c3ccccc3C2=O)c2ccccc21,.,-5,-6,-54,2,8,4,-6,3.1,0.1,9
Cc1cccc(OCC(=O)Nc2cccc(O)c2)c1,-1,0,-278,-5,-19,-189,-76,-5,-0.4,-0.1,18
CC(C)C(=O)OCC(=O)Nc1ccc2c(c1)CCC2,2,-1,-12,-7,-21,2,-10,-5,-3.1,0.0,20
CCOc1nc(Nc2ccc(OC)cc2)nc(N2CCOCC2)n1,1,-6,7,4,-3,10,-14,-16,-0.1,-0.1,-17
Oc1ccccc1C1=Nc2ccccc2N=C(c2cccs2)C1,2,0,0,5,-5,3,6,-7,1.6,0.5,.
C=CCOc1ccc(C2NC(=S)NC3=C2CCc2ccccc23)cc1 (stereo unspecified),2,2,-18,-3,-7,-15,-21,-19,2.1,-0.1,15
Cc1ccc(CC(=O)N(C)CC(=O)Nc2ccc(N3CCOCC3)cc2)cc1C,1,-2,4,1,17,2,6,-6,-0.5,-0.2,-3
Cc1ccc(-c2nc3c(Cl)cc(C(F)(F)F)cn3c2Cc2cccc(F)c2)cc1,.,-2,-34,.,-27,-50,.,-9,0.6,0.0,.
FC(F)(F)c1cccc(-n2cccc2/C=N/n2cnnc2)c1,-2,-1,6,-2,-27,13,3,-7,-1.7,-0.3,.
NNC(=O)c1cccc(Cn2cc(Br)c([N+](=O)[O-])n2)c1,-2,-5,13,-6,19,5,8,-12,-0.4,0.0,4
COC(=O)C(Nc1ccccc1Cl)(c1cc(C)c(O)c(C)c1)C(F)(F)F (stereo unspecified),3,25,6,-1,4,27,27,-5,-1.1,-0.2,.
C[C@@H]1[C@H](c2ccccc2)Oc2ccc(Cl)cc2S(=O)(=O)N1CC1CCCN1C(=O)OC(C)(C)C (stereo partly specified),.,-13,30,1,-4,9,-10,-3,0.2,0.2,2
COC(=O)c1ccc2nc(-c3ccc(OC)c(OC)c3)c(Cc3ccc(C)cc3)n2c1,.,4,-6,.,-9,29,.,-5,-2.9,1.0,.
COc1ccc(Cc2c(C(C)(C)C)nc3c(C)cc(Br)cn23)c(C)c1,.,7,-2,.,-3,-20,.,-6,1.2,0.1,-6
Cc1ccc(C(=O)N/C(=C\c2ccco2)C(=O)NCCCn2ccnc2)cc1C,2,4,20,-1,-32,15,-5,-7,0.5,-0.1,-10
Cc1onc(C(=O)N2CCC(Cc3ccccc3)CC2)c1[N+](=O)[O-],4,-2,2,2,26,-8,0,-13,0.5,0.5,4
CCOc1ncccc1C(=O)OCC(=O)Nc1ccc(C(C)C)cc1,-2,-1,-14,?,4,-7,-1,7,-0.8,0.5,.
Cc1cc(C)c(NC(=O)CCCN2CCCC2)c(C)c1,3,5,7,-2,-30,7,8,-5,-0.3,-0.1,30
Cc1ccc(S(=O)(=O)N(C)c2ccc(OC(=O)c3cccs3)cc2)cc1,.,-3,3,-1,23,5,9,-6,-2.0,-0.1,-4
O=[N+]([O-])c1ccc(N2CCCCC2)nc1N1CCCCC1,0,-9,-20,-6,-31,-8,-5,-20,-0.8,-0.1,1
CCC(Sc1nc2ncccc2[nH]1)C(=O)NCCc1ccccc1 (stereo unspecified),1,1,19,.,-9,3,.,28,-2.1,0.8,13
CC(C)CC(c1nnnn1C1CCCCC1)N1CCN(c2ncccn2)CC1 (stereo unspecified),0,1,27,-1,-24,17,11,-3,-2.6,0.3,-2
Cc1ccnc(NS(=O)(=O)c2ccc(NC(=O)c3oc4ccc(F)cc4c3C)cc2)n1,.,-8,-3,3,-16,10,4,.,0.0,-0.4,-3
Cc1cc(NC(=O)CSc2nc3c([nH]c4ccccc43)c(=O)n2-c2cccc(C(F)(F)F)c2)no1,.,2,21,-10,-6,24,30,.,-1.9,0.2,51*
O=C(CNCc1ccccc1)Nc1cccc(Cl)c1Cl,0,-5,-59,0,-26,-13,6,-4,-0.6,0.1,.
O=S(=O)(c1cccc2nsnc12)N1CCN(C/C=C\c2ccccc2)CC1,0,-4,-5,-3,2,15,5,-9,-1.1,-0.1,6
O=C(Cn1c(C(F)(F)F)nc2ccccc21)NCCN1CCCC1,1,-1,0,0,2,-1,11,-4,-2.4,0.0,-1
CCCCn1c(N)c(N(CC(C)C)C(=O)c2ccc([N+](=O)[O-])o2)c(=O)[nH]c1=O,-1,-6,4,4,-32,-9,35,-6,-0.3,0.1,10
CC(C)=CCOc1ccc([C@@H]2COc3c(ccc4c3C=CC(C)(C)O4)C2)c(O)c1,-1,19,61*,.,31,49,10,.,2.3,0.1,-32
COc1ccc(-c2c(C)nn3c(N4CCN(Cc5ccccc5)CC4)cc(C)nc23)cc1OC,0,11,10,-1,2,23,.,-5,-0.3,-0.1,-9
COc1ccc(S(=O)(=O)N[C@H](C(=O)N2CC[C@@]3(O)CCCC[C@H]3C2)c2ccccc2)cc1,-1,-3,15,0,-19,17,14,-6,4.3,0.0,-6
COc1ccc(S(=O)(=O)N(CC(=O)Nc2ccc(S(=O)(=O)N3CCOCC3)cc2)c2ccccc2)cc1,1,-2,22,1,3,40,5,-4,0.7,-0.1,1
Cn1c(SCC(=O)NC2CC2)nnc1-c1ccccc1,1,-20,23,0,-14,-13,11,-10,-0.1,-0.2,-2
O=C(c1ccccc1)c1nc2ccccc2n(CCCn2c(=O)c(C(=O)c3ccccc3)nc3ccccc32)c1=O,3,-6,16,-9,5,21,-8,-3,-1.5,-0.2,2

# More compounds:
SMILES,NR2E3 ag-1,Granule exo inh,HIF-2a inh,PDI inh,NR2E3 ag-2,Peg3 promoter,MITF TRPM1 inh,CaV13 FRET inh,iPSC survival up,aDG glyco up,Vif inh
CC(C)C[C@H](NC(=O)c1cc2cc(Cl)ccc2n1C)C(=O)N1CCC[C@H]1C(=O)O,-1,-4,3,.,-20,1,-13,.,4.6,-0.6,-3
CCCC[C@@H]1CCCO[C@@](C(=O)NCc2cc(C)n(C)n2)(C(F)(F)F)C1,3,-7,6,-7,18,3,-11,-11,0.0,-0.1,0
Fc1ccc(NCc2nnc(SCc3nnc(-c4ccccc4)o3)n2Cc2ccccc2)cc1,5,-1,20,-5,25,12,13,-4,-2.0,0.2,-21
Cc1cc(C)c(S(=O)(=O)c2ccccc2)c(OC(=O)c2cc(F)c(F)cc2Cl)n1,0,3,0,6,-4,13,-4,.,-2.2,-0.1,.
COCc1[nH]nc2c1C(c1cccc(OC)c1)C(C#N)=C(N)O2 (stereo unspecified),2,2,10,-6,-5,-2,11,-7,4.1,-0.2,2
CCOC(=O)C1=C(C)NC(=S)NC1C (stereo unspecified),-5,-3,9,-8,-8,7,4,-1,-0.1,-0.5,-10
C=CC[C@@H](Cc1ccc(F)cc1)C(=O)OC[C@@H]1CCCN1C(=O)[C@H](CC=C)CC(=O)N[C@H](CO)Cc1ccccc1,.,7,7,-5,-1,23,5,-8,-0.5,0.2,-2
Cc1ccc(C2(CC(=O)O)CCOC(C)(C)C2)cc1 (stereo unspecified),-2,2,15,-1,8,-6,7,-6,-0.5,-0.2,6
CN(C)c1nc(C(F)(F)F)cc(=O)[nH]1,3,-1,17,8,14,13,-6,-6,-0.9,-0.1,-3
CSCCC(NC(=O)c1ccccc1Cl)C(=O)N1CC(C)OC(C)C1 (stereo unspecified),-2,0,5,3,-3,9,-9,-14,-0.2,-0.3,-1
CC(CC(=O)NCc1ccccc1)C1CCCO1 (stereo unspecified),-2,1,-95,-10,-25,-35,-2,-4,6.0,-0.3,-1
CC(=O)Nc1ccc(S(=O)(=O)Nc2ccc(NC(=O)c3ccco3)cc2)cc1,-2,0,-12,15,9,13,8,.,-0.1,0.3,8
Nc1nc(-c2ccc3c(c2)OCCO3)c(CC(=O)O)s1,.,1,-24,-3,-35,-1,0,-12,-0.1,0.0,-6
COc1ccccc1NC(=O)COc1ccc(-c2nn(C)c(=O)c3ccccc23)cc1,0,4,3,-15,-20,10,2,-6,-0.2,0.7,11

# Screening results as filed in PubChem BioAssay.
